Bioassay records: PubChem BioAssay, several laboratories
MT1-MMP act inh: MT1-MMP (human) activation inhibition; actives 0.061% (n = 360,000); P50281; HT1080 RFP-PRO-GFP cells, GFP/RFP ratio fluorescence, overnight; percent of plate control window, DMSO zero; GFP/RFP ratio change, % at 20 µM;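 active means GFP/RFP ratio change of at least 30% with cell ATP level not reduced by more than half and red fluorescence within 50% of control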; further: strong numbers were not always called active
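Assay system: HT1080 RFP-PRO-GFP cells. Benchmarks: DMSO vehicle wells and RFP-L50D-GFP reporter cell wells. Times: overnight cell settling, then overnight compound exposure, 37 °C, 5% CO2. Compound: 20 µM single dose, 1% DMSO. Read-out basis: GFP/RFP fluorescence ratio.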
MsrA act: activators of bovine methionine sulfoxide reductase A; actives 0.3% (n = 360,000); activation, % at 10.6 µM; purified bovine MsrA, absorbance read-out; AID 602163; in the data active means activation above about 7.5%;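 further: 0% = vehicle and 100% = reference activator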
CSN inh: blocks human CSN-mediated cullin deneddylation; actives 0.38% (n = 360,000); Purified CSN, SCF-Nedd8-OG deneddylation, fluorescence polarization; Q92905; inhibition, % at 12.5 µM; AID 651999;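 active means pattern-corrected inhibition above about 35%, with an unprinted fluorescence ratio check between 0.5 and 1.5, limit read from the data, passing the limit was not always enough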;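 further: 0% = enzyme with substrate and 100% = substrate without enzyme; some results filed as inactive read as strong as hits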
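assay system = purified human Csn5 enzyme expressed in HEK293T cells | amount = 0.24 nM enzyme | buffer or medium = Tris/NaCl/DTT buffer, pH 7.5 | reagent = 10 nM SCFSkp2-Nedd8OG | compound = one concentration, 12.5 µM, 0.25% DMSO | times = 90 min reaction at room temperature | signal = FP | read-out basis = % inhibition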
eLon inh: inhibitors of E. coli Lon protease | P0A9M0 | purified E. coli Lon protease, fluorescence polarization | inhibition, % at 7.94 µM | actives 0.42% (n = 360,000); in the data active means inhibition above about 13%, passing the limit was not always enough;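 further: 0% = enzyme with probe and DMSO and 100% = no enzyme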
PABP1 MLLE inh: blocks PAM2 peptide binding to the PABP1 MLLE domain; AID 588489; GST-MLLE / FITC-PAM2 fluorescence polarization; P11940; actives 0.36% (n = 360,000); inhibition, % at 20 µM; in the data active means inhibition above about 35%, passing the limit was not always enough;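 further: plate controls were DMSO wells with GST-MLLE for no effect and wells lacking GST-MLLE protein for full effect; some results filed as inactive read as strong as hits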
Rpn11 inh: blocks the human proteasome subunit Rpn11; actives 0.59% (n = 360,000); AID 588493; human 26S proteasome, Ub4-pepOG fluorescence polarization; 20S core pre-blocked with epoxomicin; calls only at 20 µM; O00487;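 active means inhibition at 20 µM, scaled to each plate's controls, above about 33%, limit read from the data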
FAS TE block: blocks the thioesterase domain of human fatty acid synthase. actives 0.67% (n = 360,000). inhibition, % at 15 µM. recombinant FAS-TE, OMFH fluorogenic substrate, fluorescence endpoint;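 active means compounds whose normalised, plate-corrected inhibition of enzyme fluorescence in the single-dose primary screen is 50% or more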;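 further: 0% = DMSO with enzyme and 100% = substrate without enzyme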
Target sequence (P49327 whole entry, looked up, the tested form may be a part): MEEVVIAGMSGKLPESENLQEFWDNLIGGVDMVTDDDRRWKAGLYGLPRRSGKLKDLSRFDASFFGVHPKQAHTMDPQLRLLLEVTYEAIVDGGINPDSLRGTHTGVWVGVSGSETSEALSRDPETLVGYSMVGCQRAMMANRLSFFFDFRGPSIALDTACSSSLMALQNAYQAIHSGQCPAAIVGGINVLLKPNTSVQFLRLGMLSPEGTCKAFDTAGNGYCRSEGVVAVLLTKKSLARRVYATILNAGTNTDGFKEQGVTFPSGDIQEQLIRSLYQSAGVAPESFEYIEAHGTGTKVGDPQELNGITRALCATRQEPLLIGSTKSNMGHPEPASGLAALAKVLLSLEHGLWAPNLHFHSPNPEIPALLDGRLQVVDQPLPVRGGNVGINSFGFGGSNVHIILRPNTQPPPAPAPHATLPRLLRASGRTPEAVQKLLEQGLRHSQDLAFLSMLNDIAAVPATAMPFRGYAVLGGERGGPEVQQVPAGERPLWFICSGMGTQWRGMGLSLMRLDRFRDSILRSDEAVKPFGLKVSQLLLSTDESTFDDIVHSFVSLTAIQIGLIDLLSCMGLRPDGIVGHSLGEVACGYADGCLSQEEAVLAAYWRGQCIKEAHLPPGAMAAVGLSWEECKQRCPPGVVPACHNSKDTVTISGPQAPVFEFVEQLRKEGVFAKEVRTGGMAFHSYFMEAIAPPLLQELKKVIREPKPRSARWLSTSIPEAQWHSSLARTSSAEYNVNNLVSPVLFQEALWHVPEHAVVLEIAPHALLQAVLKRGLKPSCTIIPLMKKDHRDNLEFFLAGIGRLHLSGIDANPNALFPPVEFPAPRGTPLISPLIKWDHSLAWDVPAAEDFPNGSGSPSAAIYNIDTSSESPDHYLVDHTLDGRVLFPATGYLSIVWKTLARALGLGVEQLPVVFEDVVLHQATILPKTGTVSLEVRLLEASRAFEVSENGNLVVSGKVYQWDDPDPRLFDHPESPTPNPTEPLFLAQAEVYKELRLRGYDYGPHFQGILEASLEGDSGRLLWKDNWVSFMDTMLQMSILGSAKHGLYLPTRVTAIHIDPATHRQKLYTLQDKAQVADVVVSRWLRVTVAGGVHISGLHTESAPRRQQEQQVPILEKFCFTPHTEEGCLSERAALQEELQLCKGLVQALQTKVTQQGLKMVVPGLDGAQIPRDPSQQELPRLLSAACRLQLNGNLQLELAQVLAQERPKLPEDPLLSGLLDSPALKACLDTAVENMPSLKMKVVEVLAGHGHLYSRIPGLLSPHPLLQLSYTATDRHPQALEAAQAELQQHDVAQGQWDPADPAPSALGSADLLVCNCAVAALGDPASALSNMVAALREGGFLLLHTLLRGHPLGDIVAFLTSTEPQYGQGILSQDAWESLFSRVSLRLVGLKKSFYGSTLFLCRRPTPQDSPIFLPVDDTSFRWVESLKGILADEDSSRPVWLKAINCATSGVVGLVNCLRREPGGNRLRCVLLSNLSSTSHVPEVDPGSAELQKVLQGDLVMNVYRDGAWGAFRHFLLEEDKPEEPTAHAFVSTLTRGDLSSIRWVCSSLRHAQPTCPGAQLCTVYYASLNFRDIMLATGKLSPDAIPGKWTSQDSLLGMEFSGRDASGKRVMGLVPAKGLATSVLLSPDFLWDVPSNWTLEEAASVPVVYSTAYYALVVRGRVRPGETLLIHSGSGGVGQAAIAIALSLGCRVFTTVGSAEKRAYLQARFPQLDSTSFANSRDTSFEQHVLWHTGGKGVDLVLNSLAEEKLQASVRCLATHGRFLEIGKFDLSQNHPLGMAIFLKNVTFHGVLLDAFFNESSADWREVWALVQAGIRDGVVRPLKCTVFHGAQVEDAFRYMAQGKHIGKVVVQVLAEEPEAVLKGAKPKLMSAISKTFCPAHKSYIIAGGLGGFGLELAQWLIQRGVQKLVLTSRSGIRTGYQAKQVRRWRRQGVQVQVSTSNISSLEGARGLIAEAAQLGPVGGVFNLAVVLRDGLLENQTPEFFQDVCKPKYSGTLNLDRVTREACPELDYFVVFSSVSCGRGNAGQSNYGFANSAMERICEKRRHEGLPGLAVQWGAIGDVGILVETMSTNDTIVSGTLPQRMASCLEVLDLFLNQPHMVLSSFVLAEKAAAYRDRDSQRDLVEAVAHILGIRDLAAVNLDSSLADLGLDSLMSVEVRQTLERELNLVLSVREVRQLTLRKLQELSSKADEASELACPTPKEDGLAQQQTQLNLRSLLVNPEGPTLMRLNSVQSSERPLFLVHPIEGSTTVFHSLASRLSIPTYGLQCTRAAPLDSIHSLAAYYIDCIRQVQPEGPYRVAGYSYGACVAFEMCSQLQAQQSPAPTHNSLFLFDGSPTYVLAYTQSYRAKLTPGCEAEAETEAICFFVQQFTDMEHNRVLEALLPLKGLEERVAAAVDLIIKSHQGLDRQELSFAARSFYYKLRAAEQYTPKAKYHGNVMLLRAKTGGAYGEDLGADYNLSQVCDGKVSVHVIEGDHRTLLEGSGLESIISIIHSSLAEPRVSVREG
Rin1 Abl inh: blocks binding of human Rin1 to Abl | P00519+Q13671 | TR-FRET Rin1/Abl binding, biochemical | inhibition, % at 7.35 µM | actives 0.4% (n = 360,000) | AID 588664; in the data active means inhibition above about 5%, passing the limit was not always enough
MsrA inh: inhibits bovine methionine sulfoxide reductase A; purified bovine MsrA, absorbance read-out; inhibition, % at 15.5 µM; actives 0.75% (n = 360,000); in the data active means inhibition above about 4.5%;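 further: 0% = vehicle wells with enzyme and 100% = reference inhibitor wells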
* hit, by the source's call; i = inactive; · = not tested or not shown.

SMILES	MT1-MMP act inh	MsrA act	CSN inh	eLon inh	PABP1 MLLE inh	Rpn11 inh	FAS TE block	Rin1 Abl inh	MsrA inh
CC1(C)OC(=O)C(=CNCCc2ccc(O)cc2)C(=O)O1	-2.9	-2.5	-1.8	-2.5	-5.9	i	-4.4	-1.3	2.0
Cc1cc(C)c2[nH]c(=O)c(CN(Cc3cccs3)C(=S)NCc3ccco3)cc2c1	-7.6	-3.1	10.8	-0.7	-59.6	i	61.7*	-2.1	1.6
Cc1cccc(NC(=O)NCC(c2ccc(F)cc2)N2CCN(C)CC2)c1 (configuration not stated)	4.9	-3.5	1.9	2.2	-6.1	i	-9.0	-0.9	-0.6
CC(=O)c1cccc(NC(=O)Cc2coc3cc4c(cc23)CCC4)c1	4.1	-4.1	-19.0	-24.5	23.0	i	20.0	1.7	-0.9
Cc1nc2c3ccccc3n(CC(=O)c3ccc(F)cc3)c(=O)n2n1	-1.5	-1.9	-4.0	-3.3	7.1	i	-1.8	-1.6	1.9
O=C(NCCCN1CCOCC1)c1nn(-c2ccccc2)c(=O)c2ccccc12	-3.5	-6.4	7.2	3.7	9.8	i	-4.9	2.6	3.7
CN(C)C(CNc1ncnc2sccc12)c1cccs1 (configuration not stated)	-3.8	-9.1	1.1	9.6	7.7	i	-10.8	4.6	0.3
CCOC(=O)N1CCN(C(=O)C2CCN(S(=O)(=O)N3CCCC3)CC2)CC1	-2.6	-2.4	0.2	-4.7	17.4	i	-2.0	4.6	-0.2
COC(CC(=O)NNC(=S)Nc1ccccc1)OC	1.7	-9.2	1.9	0.2	17.4	i	-11.1	-2.8	2.1
C[C@H](CO)N1C[C@H](C)[C@@H](CN(C)S(=O)(=O)c2ccc(F)cc2)Oc2c(NC(=O)Nc3ccc4c(c3)OCO4)cccc2C1=O	0.7	-0.1	5.9	9.5	-8.2	i	15.0	2.7	-1.6
Cc1nc2ccc(S(=O)(=O)NC(C(=O)N3CCCC3)C(C)C)cc2s1 (configuration not stated)	-0.3	0.4	-1.2	2.0	-3.1	i	-5.9	-3.0	0.0
CC(=O)Nc1ccc(NC(=O)COC(=O)[C@@H]2CCCN2C(=O)c2cccs2)cc1	3.9	-1.1	6.3	4.0	-39.4	i	-5.7	-1.9	0.3
O=C(CNC(=O)c1ccco1)Nc1ccc(F)cc1	1.0	-1.8	3.8	2.8	-1.9	i	-1.8	0.9	0.2
COc1ccccc1NC(=S)NCc1cccnc1	5.8	-3.5	2.9	-7.1	4.6	i	-9.7	-0.3	-0.2
CCOC(=O)C1CCCN(C(=O)c2cccc3ccccc23)CC1 (configuration not stated)	4.7	-0.6	-0.8	1.3	-3.6	i	-8.0	1.7	-0.1
Cn1c(C(=O)N2CCN(C(=O)c3ccco3)CC2)cc2c(=O)n3ccccc3nc21	6.5	-10.8	-0.8	-2.2	7.2	i	-3.4	-3.1	3.4
CS(=O)(=O)N1CCc2cc(C(=O)N3CCN(c4ccccc4F)CC3)ccc21	2.2	-2.9	-0.4	-5.2	-3.4	i	-4.2	4.2	0.4
Cc1cc(C)c(C#N)c(SCc2cn3ccccc3n2)n1	4.3	-9.9	-12.8	-12.7	4.8	i	23.4	-0.2	-1.1
COc1ccc(C(=O)NC(=S)Nc2ccc(Cl)c(C(=O)O)c2)cc1	3.9	-1.9	-19.8	4.1	29.2	i	0.3	1.4	0.8
O=C(c1cccs1)N(Cc1nc2sc3c(c2c(=O)[nH]1)CCCC3)C1CCCC1	-2.9	-2.0	4.8	-0.7	-22.1	i	11.0	1.5	1.2
CC(=O)Nc1ccc(NC(=O)c2nc(S(=O)(=O)Cc3ccccc3)ncc2Cl)cc1	1.9	-3.0	-2.3	13.0	29.4	i	23.3	-1.0	-0.3
O=C(N/N=C/c1c(-c2ccccc2)[nH]c2ccccc12)c1cccnc1	1.4	-7.3	0.7	-7.6	10.0	i	-0.9	-0.5	3.0
COc1cc2ccccc2cc1C(=O)NC(=S)Nc1cc(C(=O)O)ccc1C	-1.3	-1.8	3.3	-6.1	31.6	i	-19.3	-0.1	3.5
Cn1c(SCC(=O)NNC(=O)c2ccccc2Br)nnc1C(F)(F)F	6.4	-9.3	-5.1	-11.7	-12.8	i	-6.5	-0.1	-0.6
CCS(=O)(=O)N1CCCC(C(=O)NCCCOC(C)C)C1 (configuration not stated)	5.9	0.6	1.4	3.5	-5.5	i	-9.1	-2.1	-0.7
O=C(CCS(=O)(=O)c1ccccc1)OCC(=O)N1CCN(S(=O)(=O)c2ccc(Cl)cc2)CC1	0.4	5.0	0.6	9.7	-2.2	i	-6.0	-1.6	-2.3
COc1ccc2c(c1)-c1nc(/N=C/c3ccccc3O)sc1CC2	3.7	-3.8	-3.8	5.9	-38.5	i	-5.3	-0.8	-0.6
COc1ccc2[nH]c(=O)c(CN(Cc3ccco3)C(=O)c3ccccc3)cc2c1	1.4	1.6	2.0	5.7	-7.3	i	-1.4	1.9	2.0
Cc1cccc(N2CC(C(=O)Nc3cccc(S(=O)(=O)N4CCCCC4)c3)CC2=O)c1C (configuration not stated)	2.8	-1.4	-7.9	-12.2	8.2	i	4.4	3.6	0.0
N/C(=N\OC(=O)/C=C/c1ccccc1Cl)c1cccnc1	-0.7	-2.8	4.7	-0.4	-10.4	i	-6.1	-1.9	0.5

The final 2 entries of the section above come first, to join the parts.
SMILES	MT1-MMP act inh	MsrA act	CSN inh	eLon inh	PABP1 MLLE inh	Rpn11 inh	FAS TE block	Rin1 Abl inh	MsrA inh
Cc1cccc(N2CC(C(=O)Nc3cccc(S(=O)(=O)N4CCCCC4)c3)CC2=O)c1C (configuration not stated)	2.8	-1.4	-7.9	-12.2	8.2	i	4.4	3.6	0.0
N/C(=N\OC(=O)/C=C/c1ccccc1Cl)c1cccnc1	-0.7	-2.8	4.7	-0.4	-10.4	i	-6.1	-1.9	0.5
O=C1C2=C(Nc3ccccc3SC2c2ccco2)c2ccccc21 (configuration not stated)	0.8	-6.5	5.8	6.6	19.1	i	10.5	1.4	1.1
O=[N+]([O-])c1ccc(-c2c(O)c3ccccc3c3nc4ccccc4nc23)cc1	27.2	-8.1	1.2	3.6	6.2	i	3.5	3.9	1.8
COc1ccc(N2CCN(CC(=O)N3CCC(C)CC3)CC2)cc1	3.5	-8.9	0.9	1.7	-6.8	i	-7.2	-4.1	0.8
O=C(Nc1ccsc1C(=O)O)c1ccc(Cl)cc1	-0.2	-1.4	0.1	9.2	-9.7	i	-0.2	0.1	-0.2
COc1cc(/C=N/NC(=O)c2ccc(F)cc2)ccc1OC(=O)c1ccco1	2.6	-4.5	-5.4	3.9	10.5	i	-0.4	2.0	0.7
C=CCS/C(=N\n1cnc2ccccc2c1=O)N(CC)CC	-1.1	-1.3	0.1	4.3	-2.7	i	-5.4	5.3	-0.1
NS(=O)(=O)c1ccc(CCNC(=O)NC2(C(F)(F)F)Oc3ccccc3O2)cc1	2.0	-11.2	-1.1	-2.5	-9.0	i	-5.2	4.5	-1.6
CC(=O)N1CCCc2ccc(NS(=O)(=O)c3ccc(C)cc3)cc21	-9.7	-2.4	-2.0	-6.3	5.9	i	-1.5	-1.3	-0.1
COC(=O)CC1COc2ccccc2N1C(=O)c1ccc(Cl)cc1 (configuration not stated)	6.8	-0.1	-1.2	-3.1	-9.1	i	0.9	-2.1	-0.4
COc1ccc2c(CC(=O)NC(Cc3ccc(Cl)cc3)C(=O)O)cc(=O)oc2c1C (configuration not stated)	-2.9	-2.2	1.6	-1.1	0.3	i	6.3	2.3	3.4
Cc1ccc(NC(=O)CNC(=O)c2cccc(Cl)c2)nc1	1.5	-5.7	0.2	-16.4	7.2	i	-3.4	3.0	-0.2
O=C(C1CC(=O)N(c2ccc(Br)cc2)C1)N1CCCC1 (configuration not stated)	-1.2	-1.0	-2.1	-8.7	1.6	i	-4.0	1.6	0.1
COc1ccc(NC(=O)c2cnc(C)cn2)cc1-n1cnnn1	4.9	-4.0	2.7	0.8	-3.1	i	-1.3	0.0	0.4
O=[N+]([O-])c1ccc(-c2ncc(-c3ccc(Br)cc3)o2)cc1	3.4	-2.5	-3.5	-0.2	9.1	i	13.8	0.6	-0.3
O=C(O)C(c1ccccc1)N1C(=O)/C(=C\c2ccc(-c3ccccc3Cl)o2)SC1=S (configuration not stated)	-21.4	-5.2	91.8*	-104.9	-94.2	·	40.0	4.3	0.5
O=C(Nc1ncc(Cc2ccc(C(F)(F)F)cc2)s1)c1ccc(-c2cccc([N+](=O)[O-])c2)o1	5.0	-0.6	-1.6	-16.0	-10.6	i	39.0	-2.0	-1.0
COc1cc(/C=N/Nc2nncn2/N=C/c2ccc(O)c(OC)c2)ccc1O	3.2	5.3	-13.1	-8.7	8.1	i	-6.2	4.1	4.6*
Cc1noc(C)c1S(=O)(=O)Nc1ccc(O)c2c(=O)cc(-c3ccccc3Cl)oc12	-1.1	-2.9	-5.7	-5.5	-5.1	i	8.1	-0.7	-0.1
O=C(c1ccc(Cl)c(S(=O)(=O)N2CCOCC2)c1)N(c1ccccn1)C1CCCCC1	-6.7	-4.4	15.6	2.9	10.6	i	2.4	0.0	1.1
CC(C)(C)c1ccc(C(=O)Nc2ccc(CN3CCS(=O)(=O)CC3)cc2)cc1	10.8	-5.5	1.6	2.0	21.9	i	-3.2	0.5	1.4
Cc1ccc(S(=O)(=O)N(C)CCN(C)S(=O)(=O)c2ccc(C)cc2)cc1	5.3	-6.5	0.8	0.4	11.1	i	14.2	3.4	0.0
COc1ccc(CCN(Cc2cc3ccc(C)cc3n3nnnc23)C(C)=O)cc1OC	0.6	-1.9	1.2	-11.0	18.2	i	-18.1	-2.8	1.1
C[C@H]1CN(C2CCCCC2)C(=O)[C@@H]1CC(=O)NCc1ccccc1	-0.4	-4.0	-1.1	3.3	-5.6	i	-4.7	5.0	-0.5
COc1ccc(C(C(=O)NCc2ccccc2)N(Cc2cccs2)C(=O)c2cnccn2)cc1 (configuration not stated)	-0.8	1.7	1.7	-4.3	-3.8	i	2.9	-1.7	0.9
CCCCCCCC(=O)N/N=C/c1ccco1	0.9	-1.1	4.0	2.9	6.3	i	3.5	0.8	-0.3
COc1cc(OC)c(C(=O)/C=C/c2ccccc2)c(O)c1O	-1.6	-2.4	8.2	-2.5	-4.0	i	-3.2	-2.1	2.8
Clc1ccc(OCc2nn3c(-c4ccncc4)nnc3s2)cc1	0.6	-2.7	5.3	5.1	-9.0	i	-0.6	-2.2	-0.3
O=C(Nc1cccc(F)c1)c1cc(S(=O)(=O)NCCC2=CCCCC2)ccc1F	1.6	-3.7	-14.9	6.9	-2.0	i	36.3	-2.7	-0.5
CC(C)NC(=O)CSc1nc(N)c(NC(=O)c2ccccc2F)c(=O)[nH]1	3.1	-2.2	-11.4	-0.7	26.9	i	-8.0	-1.7	0.2
Nc1nc(N)nc(-c2cc([N+](=O)[O-])ccc2O)n1	-1.9	-6.3	-1.8	-8.9	4.1	i	-11.3	4.3	0.9
O=C(CSc1nnc(CNc2ccc(Cl)cc2)n1Cc1ccccc1)NCc1ccco1	2.0	-10.1	-1.2	-12.5	-55.7	i	15.6	3.1	0.4
O=C(CN1CCc2ccccc2C1)Nc1ccccc1N1CCCCCC1	-6.3	-0.1	1.4	1.8	-3.8	i	39.0	0.8	·
